TRPV1 ag = HTS Assay for Compounds that Act as Agonists of the Vanilloid Receptor 1 | Transient receptor potential cation channel subfamily V member 1 (Homo sapiens), Q8NER1 | TRPV1-expressing cells, Fluo-8 calcium influx, agonist mode | activation, % at 8.33 µM | actives 0.19% (n = 320,000) | AID 540275, 2011; in the data active means activation above about 80%; inconclusive means between about 30% and that limit; further: 0% is about no effect
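TRPV1-expressing cells were cultured overnight at 35.5C and loaded with Fluo-8 calcium dye for 40 to 90 min at room temperature. After a 10 s baseline, compound was added and calcium influx was read kinetically for 3 min (ex 480/em 520 nm).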
B2AR arrestin = qHTS assay of beta-arrestin-biased ligands of beta2-adrenergic receptor; AID 492947, 2010; Beta-2 adrenergic receptor (Homo sapiens), P07550; actives 0.02% (n = 330,000); Potency, µM (doses to about 46.1 µM), without a hit: at the top dose activation, usual class: activators; beta-arrestin recruitment to beta2AR, cell-based reporter;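 further: potency means the concentration at half of the fitted maximal effect; 0% = DMSO controls and full agonism = EC100 isoproterenol or metaproterenol; nearly all actives have a fitted effect of over 65% in size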
KCNH2 3.1 block = qHTS for Inhibitors of KCHN2 3.1: Mutant qHTS. Potassium voltage-gated channel subfamily H member 2, brain isoform KCNH2 3.1 (human). U2OS KCNH2 3.1, thallium flux FluxOr; hits give low values. activity change, % (tested at about 1.8 µM). actives 0.95% (n = 340,000). AID 720553, 2013;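 active means maximum activity change below -70%; inconclusive means maximum activity change from -70% to -50%; inactive means maximum activity change above -50%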;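 further: thallium influx rate constant from kinetic fluorescence after stimulation buffer; on the % scale 0 is the no-effect control and ±100 the full control effect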
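Thallium flux via FluxOr fluorescence (Red40 quencher, 45 min loading) in U2OS cells virally expressing the KCNH2 3.1 isoform (1.77 x 10^8 /mL virus, overnight at 37 C). Rate constants from 2-min kinetic reads post-stimulation, normalised to positive and negative controls.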
PKM2 act = qHTS Assay for Activators of Human Muscle isoform 2 Pyruvate Kinase | Potency, µM (doses to about 57.5 µM), without a hit: at the highest dose activation, most hits filed as activators | actives 0.34% (n = 260,000) | Pyruvate kinase PKM (Homo sapiens), P14618 | purified PKM2, Kinase-Glo ATP luminescence, activation; response scale: 0% is enzyme alone, no compound; further: potency means the concentration at half of the fitted maximal effect; on the % scale 0 is the no-effect control and ±100 the full control effect; nearly all actives have a fitted effect of over 55% in size
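Purified hPK-M2 (>95%) run at intermediate activity with 0.1 mM ADP and 0.5 mM PEP in 50 mM imidazole pH 7.2, KCl, MgCl2; 1 h room temperature. ATP formed read by Kinase-Glo luminescence; normalized to uninhibited and no-enzyme controls.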
Giardia kill = Small Molecules that selectively kill Giardia lamblia: qHTS | Giardia lamblia trophozoite viability | activity change, % at 7.66 µM, hits read low | AID 540267, 2011 | actives 0.15% (n = 340,000); in the data active means activity change below about -80%; inconclusive means between about -30% and that limit;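 further: parasites exposed to compound for two days anaerobically before the ATP read; on the % scale 0 is the no-effect control and ±100 the full control effect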
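Anaerobic 48 hrs incubation at 37 deg C of 100 trophozoites/well with test compounds; ATPLite 1-Step luminescence, 15-30 min RT, reports cellular ATP as viability.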
Menin-MLL TR inh = qHTS Assay for Inhibitors Targeting the Menin-MLL Interaction in MLL Related Leukemias: Competition With Texas Red Labeled MLL-derived Mutant Peptide | Menin + Texas Red MLL mutant peptide, fluorescence polarization | Potency, µM (titrated, usually from 61.6 µM), without a hit: at the top dose FP activity change, negative = inhibition, hits mostly inhibitors | actives 0.23% (n = 270,000); active means well fitted inhibition curve with a large enough effect in the polarisation, with a control signal flat, not every such curve was filed as active; inconclusive means small, poorly fitted or top-dose-only effect, or effect the other way, or a change in a side signal; inactive means no such curve, though single readings can be large or run the other way; the % refers to the polarisation; further: potency means the concentration at half of the fitted maximal effect; % of control where 0% means no effect; many of its hits are not listed in these tables
USP2a block = qHTS Assay for Inhibitors of Ubiquitin-specific Protease USP2a Using CHOP2 as the Reporter. USP2 core, Ub-CHOP2 coupled fluorogenic reporter, 485/531. Potency, µM (titrated, usually from 38.3 µM), inactives show at the highest dose activity change, negative = inhibition, actives largely listed as inhibitors. actives 0.01% (n = 330,000). Ubiquitin carboxyl-terminal hydrolase 2 (Homo sapiens), O75604;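 further: potency means the concentration at half of the fitted maximal effect; plate controls were DMSO wells for no effect and full inhibition by NEM control for full effect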
Target sequence (O75604 whole entry, looked up): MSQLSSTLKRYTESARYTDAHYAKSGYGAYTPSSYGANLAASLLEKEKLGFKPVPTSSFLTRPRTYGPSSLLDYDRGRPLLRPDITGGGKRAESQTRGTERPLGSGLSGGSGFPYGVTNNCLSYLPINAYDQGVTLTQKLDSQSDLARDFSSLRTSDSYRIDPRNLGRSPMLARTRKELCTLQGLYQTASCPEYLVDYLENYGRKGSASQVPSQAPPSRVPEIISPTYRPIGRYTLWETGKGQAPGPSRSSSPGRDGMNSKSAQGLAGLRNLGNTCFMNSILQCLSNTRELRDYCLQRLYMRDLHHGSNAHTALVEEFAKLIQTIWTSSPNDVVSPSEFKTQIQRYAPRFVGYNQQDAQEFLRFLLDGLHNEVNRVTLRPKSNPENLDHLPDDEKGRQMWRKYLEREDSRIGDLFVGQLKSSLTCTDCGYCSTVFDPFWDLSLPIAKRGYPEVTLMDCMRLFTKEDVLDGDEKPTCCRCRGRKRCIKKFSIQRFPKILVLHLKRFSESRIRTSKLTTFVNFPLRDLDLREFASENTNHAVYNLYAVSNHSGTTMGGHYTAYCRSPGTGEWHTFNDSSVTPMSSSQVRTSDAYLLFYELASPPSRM
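Cell-free coupled assay: 10nM USP2 core preincubated 30min RT with compound in Tris-HCl pH 8.0/CaCl2/CHAPS buffer, then 25nM Ub-CHOP2 and 25nM reporter substrate; fluorescence (Ex 485/Em 531) read after 60min RT, normalized to NEM inhibition, concentration-response curves fitted.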
MLL CXXC-DNA inh = qHTS Fluorescence Polarization Assay for Inhibitors of MLL CXXC domain - DNA interaction; Potency, µM (titrated, usually from 115 µM), for the others: at the top dose activity change, negative = inhibition, usual class: inhibitors; AID 2662, 2010; MLL-CXXC / FITC-HOXA9 DNA fluorescence polarization; actives 0.037% (n = 290,000); active means well fitted inhibition curve with a large enough effect in the polarisation, with a control signal flat, not every such curve was filed as active; inconclusive means small, poorly fitted or top-dose-only effect, or effect the other way, or a change in a side signal; inactive means no such curve, though single readings can be large or run the other way; the % refers to the polarisation; further: potency means the concentration at half of the fitted maximal effect
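Purified MLL-CXXC (added from a 7 uM solution) was preincubated 5 min at ambient with pinned compounds in 50 mM Tris-HCl pH 7.5, 50 mM NaCl, 1 mM DTT, 0.05% BSA. Fluorescein-labeled HOX-A9 DNA (50 nM solution) followed, 30 min, then polarization read.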
GALK inhibitor = qHTS Assay for Inhibitors of Human Galactokinase (GALK); P51570; Purified GALK, Kinase-Glo residual ATP luminescence; Potency, µM (titrated, usually from 57.5 µM), for inactives: at the top dose activity change, negative = inhibition, most hits filed as inhibitors; actives 0.007% (n = 270,000); AID 1868, 2009; further: potency means the concentration at half of the fitted maximal effect; on the % scale 0 is the no-effect control and ±100 the full control effect
Target sequence (P51570 whole entry, looked up): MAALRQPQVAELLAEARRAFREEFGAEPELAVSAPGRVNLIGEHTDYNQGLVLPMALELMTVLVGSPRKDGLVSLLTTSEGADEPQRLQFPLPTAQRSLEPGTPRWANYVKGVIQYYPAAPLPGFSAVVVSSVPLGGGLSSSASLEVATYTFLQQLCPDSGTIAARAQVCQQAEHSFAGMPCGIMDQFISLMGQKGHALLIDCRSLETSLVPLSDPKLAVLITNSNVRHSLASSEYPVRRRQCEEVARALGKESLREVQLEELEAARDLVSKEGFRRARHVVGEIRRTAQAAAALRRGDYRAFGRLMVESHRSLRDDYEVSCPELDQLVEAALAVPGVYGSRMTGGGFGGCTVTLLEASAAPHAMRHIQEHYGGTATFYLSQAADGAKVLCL
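The enzyme phosphorylates galactose (100 uM) using ATP (35 uM); inhibition is detected as higher residual ATP, quantified by bioluminescence after 1 h reaction at room temperature, pH 8.0.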
Coupling enz = qHTS Assay for Inhibitors of Fructose-1,6-bisphosphate Aldolase from Giardia Lamblia: Coupling assay counterscreen; coupling enzyme system counterscreen, AmpLite Red fluorescence; actives 0.67% (n = 290,000); activity change, negative = inhibition, % at 58.2 µM, hits read low; in the data active means activity change below about -30%; further: on the % scale 0 is the no-effect control and ±100 the full control effect
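Counterscreen of the coupled detection system alone, without aldolase: glyceraldehyde-3-phosphate coupling enzymes plus AmpLite Red readout. Compounds at 57.5 uM final, 10 min RT preincubation, 20 min RT reaction, fluorescence 525/598 nm.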
KCNH2 WT inh = qHTS for Inhibitors of KCHN2 3.1: Wildtype qHTS; AID 720551, 2013; U2OS, BacMam KCNH2, thallium flux FluxOr; hits give low values; actives 0.37% (n = 340,000); Voltage-gated inwardly rectifying potassium channel KCNH2 (Homo sapiens), Q12809; activity change, % at 1.84 µM;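 active means maximum activity change below -70%; inconclusive means maximum activity change between -70% and -50%; inactive means maximum activity change above -50%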; further: on the % scale 0 is the no-effect control and ±100 the full control effect
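U2OS cells transduced with wild-type KCNH2 virus are loaded with FluxOr dye for 45 min, and thallium flux is measured in kinetic reads before and after stimulation buffer. Rate constants are normalized to DMSO controls.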
Active calls of the source: *; u = inconclusive; x = not tested or not shown; [ ] = another dose, or the depositor's remark. Unless noted, the call rests on the fitted dose curve; in most records, active means well fitted curve in the direction sought with a large enough effect; inconclusive means small, poorly fitted or top-dose-only effect, or another doubt; inactive means no such curve, though single readings can be large; an effect the other way counts as inactive or inconclusive.

SMILES | TRPV1 ag | B2AR arrestin | KCNH2 3.1 block | PKM2 act | Giardia kill | Menin-MLL TR inh | USP2a block | MLL CXXC-DNA inh | GALK inhibitor | Coupling enz | KCNH2 WT inh
O=C(c1ccco1)N1CCN(C(=S)Nc2ccc(F)c(Cl)c2)CC1 | -1 | -1.0% | 13 | 0% | -18 | x | 3% | 3% | -6% | x | -9
Cc1cccc(NC(=O)CSc2cccc3cccnc23)c1C | -1 | u | -4 | -2% | 12 | 5% | 0% | -1% | 4% | 0 | 5
CCC(C)Sc1nc2c(cnn2-c2ccc(C)c(C)c2)c(=O)[nH]1 (stereo unspecified) | -3 | 0.1% | 4 | -2% | -25 | 18% | 2% | 6% | 0% | 2 | 10
CC(=O)Nc1ccc(NC2(C)C(=O)c3ccccc3C2=O)cc1 | -6 | -0.2% | -4 | -3% | -6 | 44%[activator] | 0% | 3% | -1% | 2 | -1
O=C(Oc1ccc(Br)cc1C(=S)N1CCOCC1)c1ccc([N+](=O)[O-])cc1[N+](=O)[O-] | 0 | -0.6% | -8 | -8% | 7 | 12% | 5% | 9% | -1% | -18 | -13
OCCNNC(=S)NC1CC2C=CC1C2 (stereo unspecified) | 6 | 0.3% | -5 | 4% | -14 | x | -1% | 0% | x | -3 | -5
CCOc1ccccc1CNC(=O)Cn1nc(C)c2c(C)n(-c3ccc(C)cc3)nc2c1=O | 3 | -0.2% | -16 | x | -17 | -11% | -8% | -3% | 9% | 3 | 13
COc1cccc(/C=N/NC(=O)c2cccc3ccccc23)c1 | -3 | -0.9% | -15 | -3% | -6 | 8% | -1% | 1% | -1% | -1 | -17
COc1cc(C)ccc1OCc1cc(C(=O)N(Cc2c(C)nn(C)c2C)C2CC2)no1 | 1 | 0.0% | -6 | x | 13 | -8% | 5% | 2% | -4% | 1 | -16
CCN(CC)S(=O)(=O)c1cccc2cccnc12 | -2 | -1.4% | -11 | -1% | -12 | 0% | 3% | 2% | 0% | -4 | 0
Cc1nc(-c2ccc(NC(=O)C3CC3)cc2)cs1 | 3 | -0.5% | 8 | -3% | -1 | -1% | 4% | 4% | -2% | -2 | -2
O=C(NCCO)Nc1ccc2nc(-c3ccco3)c(-c3ccco3)nc2c1 | 1 | -0.1% | x | 14% | x | u | u | 35µM* | 2% | -36* | x
COC(=O)c1ccccc1NC(=O)CNCCc1ccc(OC)c(OC)c1 | -2 | -0.4% | -2 | x | 12 | -33% | 2% | 14% | 1% | 1 | -5
NC1=NC[C@H](Cc2ccc(O)cc2)N1CCc1cccc2ccccc12 | -3 | 0.2% | 16 | -2% | 14 | x | 5% | 40% | -1% | 1 | 4
CN(CCc1ccccn1)c1ccc([N+](=O)[O-])cn1 | 5 | -0.4% | 5 | 3% | -12 | x | -1% | -5% | 4% | 2 | 3
CC(=O)N(Cc1ccc(Br)cc1)c1cccc(C)c1C | 15 | -0.2% | -2 | -4% | 5 | -22% | 8% | 1% | 0% | 4 | -5
COc1cccc(C(=O)NC2CCN(C(=O)N3CCCCC3)CC2)c1 | 2 | -0.2% | -2 | -4% | -1 | 1% | 0% | 8% | -4% | 5 | 1
CSc1ncccc1C(=O)OCc1ccc(Br)cc1 | 3 | 0.1% | 1 | -5% | -1 | -2% | -3% | 27% | -2% | 0 | -8
Cc1c(C)n(C(=O)CN2CCN(c3ccccc3)CC2)c2ccccc12 | -6 | -0.1% | -3 | -2% | 0 | u | 4% | 12% | 1% | -2 | -3
O=C(Cn1cnc2ccccc2c1=O)Nc1nnc(SCc2ccccc2)s1 | 1 | 0.6% | 0 | 7% | -14 | 4% | -1% | 22% | 0% | 20 | 5
COc1ccc(C)cc1NC(=O)C(OC(=O)CNC(=O)c1cccc(F)c1)c1ccccc1 (stereo unspecified) | u | -0.7% | 12 | 0% | 3 | 16% | 0% | -7% | -6% | 0 | -1
COc1ccc(NC(=O)N2C3CCCC2CC(NC(=O)C2CC2)C3)cc1 (stereo unspecified) | 0 | -0.5% | 17 | -4% | 4 | 4% | 0% | 22% | 9% | 2 | 13
c1cc2c(cc1-n1cnnn1)OCO2 | -7 | -0.6% | -4 | -9% | -2 | 3% | 3% | -3% | 1% | -5 | 11
CCc1nnc(NC(=O)C(=O)NCCOC(=O)c2ccccc2)s1 | 4 | -0.1% | -3 | -16% | 8 | x | 3% | 20% | -2% | 4 | 2
O=C(CSCc1c(Cl)cccc1Cl)Nc1ccc2c(c1)OCCO2 | u | -0.7% | -8 | 2% | -10 | 1% | -1% | 12% | x | 1 | -1

Entries of single compounds, looked up by structure:
COc1cccc(/C=N/NC(=O)c2cccc3ccccc23)c1 in the list: TRPV1 ag = -3; B2AR arrestin = -0.9%; KCNH2 3.1 block = -15; PKM2 act = -3%; Giardia kill = -6; Menin-MLL TR inh = 8%; USP2a block = -1%; MLL CXXC-DNA inh = 1%; GALK inhibitor = -1%; Coupling enz = -1; KCNH2 WT inh = -17
O=C(CSCc1c(Cl)cccc1Cl)Nc1ccc2c(c1)OCCO2 in the list: TRPV1 ag = u; B2AR arrestin = -0.7%; KCNH2 3.1 block = -8; PKM2 act = 2%; Giardia kill = -10; Menin-MLL TR inh = 1%; USP2a block = -1%; MLL CXXC-DNA inh = 12%; GALK inhibitor = x; Coupling enz = 1; KCNH2 WT inh = -1
CCc1nnc(NC(=O)C(=O)NCCOC(=O)c2ccccc2)s1 in the list: TRPV1 ag = 4; B2AR arrestin = -0.1%; KCNH2 3.1 block = -3; PKM2 act = -16%; Giardia kill = 8; Menin-MLL TR inh = x; USP2a block = 3%; MLL CXXC-DNA inh = 20%; GALK inhibitor = -2%; Coupling enz = 4; KCNH2 WT inh = 2

New compounds follow:
SMILES | TRPV1 ag | B2AR arrestin | KCNH2 3.1 block | PKM2 act | Giardia kill | Menin-MLL TR inh | USP2a block | MLL CXXC-DNA inh | GALK inhibitor | Coupling enz | KCNH2 WT inh
CCC1(CC)Cc2ccccc2C(=O)N1 | 3 | -0.9% | -2 | 7% | -5 | x | 15% | 16% | -1% | 1 | -3
C[C@@H]1COC(=O)[C@H](CC(=O)OC(C)(C)C)C/C=C\C[C@@H](CC(=O)NCCO)C(=O)N1 | x | -0.2% | 5 | x | -6 | x | 2% | x | x | x | 4
O=C(Nc1cccnc1)c1scc2c1OCCO2 | -1 | -1.0% | 10 | -1% | -1 | 10% | 0% | -3% | 1% | 1 | 16
CCOCCCNC(=O)c1ccc2c(=O)n(CCCOCC)c(=S)[nH]c2c1 | -1 | 0.0% | -11 | -14% | -5 | -11% | 2% | -2% | 0% | 0 | 1
COc1cc(OC)cc(C(=O)NCC(=O)OCC(=O)c2cc(C)n(Cc3ccco3)c2C)c1 | 2 | -0.4% | 2 | 4% | 7 | 5% | 1% | 14% | 2% | 1 | 18
CCOc1ccc(N2CC(C(=O)Nc3ccc(S(=O)(=O)NCC4CCCO4)cc3)CC2=O)cc1 (stereo unspecified) | 1 | 0.1% | -11 | 15% | -2 | 34%[activator] | -1% | -8% | 16% | 2 | 0
COc1ccc(C)c2sc(NC(=O)c3cccc(N4C(=O)CCC4=O)c3)nc12 | 0 | -0.7% | 2 | -7% | -3 | x | 2% | 7% | -6% | x | 4
COCCCNC(=O)c1ccc(NC(C)=O)cc1 | -1 | 0.1% | -3 | -3% | -28 | 6% | -1% | 5% | 11% | 2 | 0
CCCN(CC(=O)Nc1ccc(F)c(F)c1F)C(=O)Cn1c(=O)cnc2ccccc21 | -3 | 0.3% | 8 | x | 1 | x | 0% | x | x | x | 4
Cc1cc(NC(=O)CSC2=NCCS2)no1 | 1 | 0.2% | -1 | u | 19 | -1% | 3% | 11% | 0% | 5 | -6

Not all compounds are listed, so the mix of outcomes need not match the whole.
